Bioassay records deposited in PubChem BioAssay by National Center for Advancing Translational Sciences (NCATS).
HT1080NT lethal = kills 2HG-producing HT-1080-NT fibrosarcoma cells | 1.6% of 360,000 active | Potency, µM (series often up to 46.1 µM), inactives show top-dose activity, negative = less viability, most hits filed as cytotoxic | HT-1080-NT fibrosarcoma viability, CellTiter-Glo ATP luminescence, 48 h | AID 686970;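 note: NT is the 2HG producing partner of a matched IDH1 knockdown line; potency is the fitted concentration of half-maximal effect; 0% = DMSO-treated cells and -100% = media-only wells without cells; nearly all actives have a fitted effect of over 55% in size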
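Fibrosarcoma NT cells, 750 per well in 5% FBS RPMI, were exposed to compound for 48 hours. Viability: CellTiter-Glo luminescence.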
MCF10A rerep = induces DNA re-replication in MCF 10a normal breast cells; MCF 10A DNA re-replication, Hoechst nuclear intensity, 48 h; Potency, µM (titrated, usually from 46.1 µM), for inactives: at the highest dose activity, positive = re-replication, hits mostly activators; 2.9% of 350,000 active; note: potency is the fitted concentration of half-maximal effect; % of control where 0% means no effect; nearly all actives have a fitted effect of over 50% in size
KB-3-1 cytotox = kills parental KB-3-1 adenocarcinoma cells; Potency, µM (titrated, usually from 46.1 µM), for the others: top-dose activity change, negative = cytotoxic, usual class: cytotoxic; 1.4% of 400,000 active; KB-3-1 viability, CellTiter-Glo ATP luminescence, 72 h; note: potency is the fitted concentration of half-maximal effect; % is set by controls: 0 for no effect and ±100 for the full control effect; nearly all actives have a fitted effect of over 60% in size
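Luminescent ATP read-out (CellTiter-Glo) measures survival of drug-naive KB-3-1 cells after 72 h compound exposure at 37 °C. Titration series was screened from lowest to highest concentration, with DMSO vehicle plates as background controls.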
IL1B secr inh = inflammasome signaling inhibition, IL-1 beta readout; THP-1 LPS/ATP IL-1B secretion, AlphaLISA, 16 h; stronger effect = lower value; activity change, % at 57.5 µM; 4.7% of 360,000 active; in the data active = activity change below about -50%; inconclusive = mostly about -30% to -49%; note: % is set by controls: 0 for no effect and ±100 for the full control effect
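Secreted IL-1B measured by AlphaLISA bead assay after 16 h compound exposure of THP-1 cells; compounds (final up to 57.5 uM) added 1 h before LPS (250 ng/mL) and ATP (1.25 mM) stimulation; lower signal means less secretion.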
SW480 rereplic = inducers of DNA re-replication in SW480 colon cancer cells | SW480 DNA re-replication, Hoechst DNA content imaging, 48 h | Potency, µM (highest dose often 46.1 µM), without a hit: at the highest dose re-replication activation, hits mostly activators | 1.8% of 340,000 active | AID 624297; note: potency is the fitted concentration of half-maximal effect; % of control where 0% means no effect; nearly all actives have a fitted effect of over 55% in size
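Compounds, transferred as 23 nL by pin tool, were incubated with cells for 48 hr; DNA content per nucleus was then quantified by Hoechst staining and fluorescence plate imaging.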
KB-V1 MDR tox = KB-V1 MDR subline cytotoxicity | KB-V1 MDR cells viability, CellTiter-Glo, 72 h | Potency, µM (top dose mostly 46.1 µM), for the others: at the highest dose activity change, negative = cytotoxicity, usual class: cytotoxic | 3.4% of 400,000 active | AID 1347076; note: potency is the fitted concentration of half-maximal effect; % is set by controls: 0 for no effect and ±100 for the full control effect; nearly all actives have a fitted effect of over 60% in size
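KB-V1 MDR subline cells in DMEM (phenol-red free, 10% FBS) exposed to compounds in qHTS concentration series for 72 h at 37 degrees C. Viability read by CellTiter-Glo luminescence; concentration-effect curves fitted after normalization and correction.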
HT1080 IDH1KD tx = toxicity to HT-1080 IDH1 knockdown cells (counter line); HT-1080 IDH1 knockdown viability, ATP luminescence, 48 h; Potency, µM (doses to about 46.1 µM), for inactives: at the top dose activity, negative = toxicity, actives largely listed as cytotoxic; AID 686971; 2% of 360,000 active;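 note: potency is the fitted concentration of half-maximal effect; 0% = DMSO wells and -100% = cell-free medium wells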
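Using the IDH1-knockdown HT-1080 line run in the same batch and compound series as the NT line, viability after 48 h at 37 °C was determined by CellTiter-Glo luminescence and expressed as % activity.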
WRN helicase inh = inhibitors of human WRN helicase | Q14191 | WRN helicase unwinding, fluorescent forked duplex, kinetic | Potency, µM (highest dose often 114 µM), for inactives: at the top dose activity change, negative = inhibition, actives largely listed as inhibitors | 0.46% of 360,000 active | AID 651768; note: potency is the fitted concentration of half-maximal effect; % is set by controls: 0 for no effect and ±100 for the full control effect; nearly all actives have a fitted effect of over 55% in size
Target sequence (Q14191 whole entry, looked up): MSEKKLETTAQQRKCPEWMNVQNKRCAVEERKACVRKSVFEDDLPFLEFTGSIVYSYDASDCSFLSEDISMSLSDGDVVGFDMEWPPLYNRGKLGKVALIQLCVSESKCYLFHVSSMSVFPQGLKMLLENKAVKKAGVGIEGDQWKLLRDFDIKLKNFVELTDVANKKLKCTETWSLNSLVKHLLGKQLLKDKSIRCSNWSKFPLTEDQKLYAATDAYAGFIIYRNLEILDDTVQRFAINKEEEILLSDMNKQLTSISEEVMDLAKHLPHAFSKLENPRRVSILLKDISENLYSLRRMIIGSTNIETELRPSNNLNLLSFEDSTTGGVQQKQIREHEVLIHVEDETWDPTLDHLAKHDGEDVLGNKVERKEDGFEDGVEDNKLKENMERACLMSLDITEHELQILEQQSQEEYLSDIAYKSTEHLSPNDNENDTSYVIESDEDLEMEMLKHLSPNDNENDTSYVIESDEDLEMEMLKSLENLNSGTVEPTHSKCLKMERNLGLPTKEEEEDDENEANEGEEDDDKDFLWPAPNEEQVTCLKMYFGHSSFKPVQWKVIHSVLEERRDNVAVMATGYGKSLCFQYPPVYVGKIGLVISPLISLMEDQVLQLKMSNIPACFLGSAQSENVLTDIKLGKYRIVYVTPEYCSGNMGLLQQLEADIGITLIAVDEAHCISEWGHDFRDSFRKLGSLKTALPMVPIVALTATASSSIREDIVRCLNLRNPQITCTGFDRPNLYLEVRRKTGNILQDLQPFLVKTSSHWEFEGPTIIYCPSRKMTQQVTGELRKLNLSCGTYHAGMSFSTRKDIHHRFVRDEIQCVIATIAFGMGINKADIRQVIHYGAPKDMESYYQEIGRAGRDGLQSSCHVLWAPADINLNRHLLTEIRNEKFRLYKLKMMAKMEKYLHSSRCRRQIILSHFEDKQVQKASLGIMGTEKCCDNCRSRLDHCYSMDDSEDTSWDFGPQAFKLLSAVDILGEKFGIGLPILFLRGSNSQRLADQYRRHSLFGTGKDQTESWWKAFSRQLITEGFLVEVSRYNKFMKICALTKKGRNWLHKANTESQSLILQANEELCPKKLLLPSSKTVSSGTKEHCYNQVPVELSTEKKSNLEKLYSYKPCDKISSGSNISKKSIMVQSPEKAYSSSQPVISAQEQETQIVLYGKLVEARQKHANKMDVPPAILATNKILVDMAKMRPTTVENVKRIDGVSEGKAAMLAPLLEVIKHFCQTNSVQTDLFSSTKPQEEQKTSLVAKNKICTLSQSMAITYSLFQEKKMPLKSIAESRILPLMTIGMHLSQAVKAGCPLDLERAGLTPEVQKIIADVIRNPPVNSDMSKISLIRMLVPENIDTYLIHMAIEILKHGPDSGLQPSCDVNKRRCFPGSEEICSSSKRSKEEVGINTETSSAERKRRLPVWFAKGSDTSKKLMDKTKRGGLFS
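WRN at 20 nM final was preincubated with compound for 15 min at room temperature; reaction started with 100 nM forked duplex oligonucleotide carrying fluorophore and quencher plus 2 mM ATP (final). Unwinding followed kinetically by red fluorescence (ex 525/em 598 nm).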
ATXN2 expr inh = inhibitors of ATXN2 expression; Potency, µM (highest dose often 57 µM), for the others: at the top dose activity change, negative = inhibition, hits mostly inhibitors; 0.72% of 360,000 active; HEK-293 ATXN2-luciferase reporter, luminescence, 24 h; note: potency is the fitted concentration of half-maximal effect; % is set by controls: 0 for no effect and ±100 for the full control effect; nearly all actives have a fitted effect of over 55% in size
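qHTS (up to 57 uM final) was run with 24 h compound exposure of reporter cells at 37 °C. Each well was multiplexed: SteadyGlo luminescence measured ATXN2-luciferase expression after a fluorogenic Gly-Phe-AFC viability readout (25 uM final).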
The depositor's hits bear a star; & = joins results of further samples; [ ] = dose if it differs, or a comment. Unless noted, calls come from the whole dose curve; as a rule, active = well fitted curve in the direction sought with a large enough effect; inconclusive = small, poorly fitted or top-dose-only effect, or another doubt; inactive = no such curve, though single readings can be large; an effect the other way counts as inactive or inconclusive.

What do the screens show for `CC(C)(C)C(=O)c1c(N)[nH]c(C(=O)c2ccccc2)c1-c1cc2ccccc2nc1Cl`?
HT1080NT lethal: 18%; KB-3-1 cytotox: 13%; IL1B secr inh: 5; KB-V1 MDR tox: -12%; HT1080 IDH1KD tx: 27%; WRN helicase inh: 4%; ATXN2 expr inh: 18%

How did Cc1ccc(C)c(S(=O)(=O)N2CCN(C(=O)[C@@H]3CCCN3C(=O)c3cccs3)CC2)c1 do in these assays?
HT1080NT lethal: 0%; MCF10A rerep: 4%; KB-3-1 cytotox: 3%; IL1B secr inh: 2; SW480 rereplic: 2%; KB-V1 MDR tox: -7%; HT1080 IDH1KD tx: 8%; WRN helicase inh: -15%; ATXN2 expr inh: inconclusive

Results for CC1=C(C(=O)Nc2ccc(F)cc2)C(c2ccncc2)C2=C(CCCC2=O)N1 (configuration not stated) ?
HT1080NT lethal: -2%; MCF10A rerep: -4%; KB-3-1 cytotox: 3%; IL1B secr inh: 5; SW480 rereplic: -2%; KB-V1 MDR tox: -9%; HT1080 IDH1KD tx: 0%; WRN helicase inh: 10%; ATXN2 expr inh: -5%

What do the screens show for `CC(=O)c1cccc(NC(=O)N2CCCC2C(=O)NCc2ccc(C)cc2)c1` (configuration not stated)?
HT1080NT lethal: 19%; MCF10A rerep: 19%; KB-3-1 cytotox: 8%; IL1B secr inh: 19; SW480 rereplic: 0%; KB-V1 MDR tox: 5%; HT1080 IDH1KD tx: 11%; WRN helicase inh: 6%[57.1 µM]; ATXN2 expr inh: -3%

What do the screens show for `O=C(NCC(c1ccco1)N1CCc2ccccc21)c1c(F)cccc1F` (configuration not stated)?
HT1080NT lethal: -7%; MCF10A rerep: inconclusive; KB-3-1 cytotox: 5%; IL1B secr inh: -10; SW480 rereplic: -103%[inhibitor]; KB-V1 MDR tox: -3%; HT1080 IDH1KD tx: -2%; WRN helicase inh: 1%; ATXN2 expr inh: -1%

What do the screens show for `CCOc1ccc(NC(=O)[C@@H]2CCCN2C(=O)c2cccs2)cc1S(=O)(=O)N1CCCCC1`?
HT1080NT lethal: 2%; MCF10A rerep: -1%; KB-3-1 cytotox: -3%; IL1B secr inh: -2; SW480 rereplic: 8%; KB-V1 MDR tox: 9.2µM*; HT1080 IDH1KD tx: 16%; WRN helicase inh: 9%; ATXN2 expr inh: 9%

What do the screens show for `O=S(=O)(CCc1ccncc1)Cc1ccc2c3c(cccc13)CC2`?
HT1080NT lethal: -2%; MCF10A rerep: 2%; KB-3-1 cytotox: -2%; IL1B secr inh: 0; SW480 rereplic: 24%; KB-V1 MDR tox: -21%; HT1080 IDH1KD tx: 1%; WRN helicase inh: 0%

Results for CCCOc1cccc(C2C(C(=O)c3cc4ccccc4o3)=C(O)C(=O)N2c2cc(C)on2)c1 (configuration not stated) ?
HT1080NT lethal: 11%; MCF10A rerep: 5.8µM*; KB-3-1 cytotox: inconclusive; IL1B secr inh: 8; SW480 rereplic: 26%; KB-V1 MDR tox: -5%; HT1080 IDH1KD tx: 7%; WRN helicase inh: -3%

How did C[N+](C)(CCCCCC[N+](C)(C)CCCN1C(=O)c2cccc3cccc(c23)C1=O)CCCN1C(=O)c2cccc3cccc(c23)C1=O do in these assays?
HT1080NT lethal: -8%; MCF10A rerep: 1%; KB-3-1 cytotox: -7%; IL1B secr inh: -12; SW480 rereplic: -2%; KB-V1 MDR tox: 1%; HT1080 IDH1KD tx: -2%; WRN helicase inh: 45µM*; ATXN2 expr inh: -14%

Results for COc1ccc(OC)c(C(=O)NC(CC(N)=O)c2ccc(N3CCCCCC3)c([N+](=O)[O-])c2)c1 (configuration not stated) ?
HT1080NT lethal: 18%; MCF10A rerep: 13%; KB-3-1 cytotox: 4%; IL1B secr inh: 16; SW480 rereplic: -6%; KB-V1 MDR tox: inconclusive; HT1080 IDH1KD tx: 4%; WRN helicase inh: -5%; ATXN2 expr inh: 5%

How did O=S(=O)(c1ccc(Cl)cc1)n1ccc(-c2cccc(OCc3c(F)cccc3Cl)c2)n1 do in these assays?
HT1080NT lethal: 9%; MCF10A rerep: 23%; KB-3-1 cytotox: -2%; IL1B secr inh: -10; SW480 rereplic: 10%; KB-V1 MDR tox: -24%; HT1080 IDH1KD tx: -1%; WRN helicase inh: -1%; ATXN2 expr inh: 1%

Results for O=C(c1ccccc1)N(NC(=O)C(O)(c1ccccc1)c1ccccc1)c1cccc(F)c1 ?
HT1080NT lethal: -2%; MCF10A rerep: 22%; KB-3-1 cytotox: -10%; IL1B secr inh: 3; SW480 rereplic: inconclusive; KB-V1 MDR tox: 0%; HT1080 IDH1KD tx: 0%; WRN helicase inh: -12%; ATXN2 expr inh: -17%

How did C=CCNC(=O)c1ccc(-n2cccc2)cc1 do in these assays?
HT1080NT lethal: 16%; MCF10A rerep: -10%; KB-3-1 cytotox: 4%; IL1B secr inh: -6; SW480 rereplic: -6%; KB-V1 MDR tox: 3%; HT1080 IDH1KD tx: 20%; WRN helicase inh: -4%; ATXN2 expr inh: 22%

How did Cc1ccccc1NC(=O)CSC(N)=O do in these assays?
HT1080NT lethal: -3%; MCF10A rerep: 15%; KB-3-1 cytotox: -10%; IL1B secr inh: -18; SW480 rereplic: -3%; KB-V1 MDR tox: 0%; HT1080 IDH1KD tx: -1%; WRN helicase inh: inconclusive; ATXN2 expr inh: -10%

How did COc1ccc(CNC(=O)C(C)N2C(=O)NC3(CCCCCCC3)C2=O)cc1 (configuration not stated) do in these assays?
HT1080NT lethal: -5%; MCF10A rerep: -1%; KB-3-1 cytotox: 7%; IL1B secr inh: -6; SW480 rereplic: 2%; KB-V1 MDR tox: 4%; HT1080 IDH1KD tx: -8%; WRN helicase inh: -3%; ATXN2 expr inh: -7%

Results for CCOc1cc(-c2nc(-c3ccccc3OC)no2)cc(OCC)c1OCC ?
HT1080NT lethal: 10%; MCF10A rerep: inconclusive; KB-3-1 cytotox: -22%; IL1B secr inh: inconclusive; SW480 rereplic: -2%; KB-V1 MDR tox: -12%; HT1080 IDH1KD tx: 12%; WRN helicase inh: -1%; ATXN2 expr inh: -10%

What do the screens show for `O=C(Nc1ccc(N2CCOCC2)nc1)c1c(F)cccc1F`?
HT1080NT lethal: 18%; MCF10A rerep: 1%; KB-3-1 cytotox: 19%; SW480 rereplic: -53%[inhibitor]; KB-V1 MDR tox: 6%; HT1080 IDH1KD tx: 23%; WRN helicase inh: 0%; ATXN2 expr inh: 12%

What do the screens show for `COc1ccc(NC(=S)N2CCN(Cc3cccc(F)c3)CC2)c(OC)c1`?
HT1080NT lethal: 10%; MCF10A rerep: -33%[inhibitor]; KB-3-1 cytotox: -1%; IL1B secr inh: 26; SW480 rereplic: -26%; KB-V1 MDR tox: inconclusive; HT1080 IDH1KD tx: 8%; WRN helicase inh: -1%; ATXN2 expr inh: inconclusive

How did Cc1ccc(-c2n[nH]c3c2C(c2ccccc2)N(c2ccc(C(=O)O)cc2)C3=O)cc1 (configuration not stated) do in these assays?
HT1080NT lethal: -26%; MCF10A rerep: -4%; KB-3-1 cytotox: -20%; IL1B secr inh: -6; SW480 rereplic: 0%; KB-V1 MDR tox: 16%; HT1080 IDH1KD tx: -29%; WRN helicase inh: -24%; ATXN2 expr inh: 8%

How did CCOc1cc(C(=O)Nc2cc3c(cc2N2CCOCC2)n(C)c(=O)n3C)cc(OCC)c1OCC do in these assays?
HT1080NT lethal: -14%; MCF10A rerep: inconclusive; KB-3-1 cytotox: 22%&9%; IL1B secr inh: 27; SW480 rereplic: -5%; KB-V1 MDR tox: 13%&3%; HT1080 IDH1KD tx: 1%; WRN helicase inh: -5%; ATXN2 expr inh: -1%&7%

How did COc1cc(CC(=O)OCC(=O)NC2CCCCC2C)cc(OC)c1OC (configuration not stated) do in these assays?
HT1080NT lethal: 13%; MCF10A rerep: -1%; KB-3-1 cytotox: 3%; IL1B secr inh: 25; SW480 rereplic: -13%; KB-V1 MDR tox: 20%; HT1080 IDH1KD tx: 2%; WRN helicase inh: 3%; ATXN2 expr inh: 8%

Results for CS(=O)c1ccccc1-c1nc(-c2ccc([N+](=O)[O-])cc2)no1 (configuration not stated) ?
HT1080NT lethal: 17%; MCF10A rerep: 3%; KB-3-1 cytotox: inconclusive; IL1B secr inh: 2; SW480 rereplic: -6%; KB-V1 MDR tox: 8.2µM*; HT1080 IDH1KD tx: 13%; WRN helicase inh: 2%; ATXN2 expr inh: 18%

Results for CCSc1sccc1C1C(C#N)=C(N)N(c2cccnc2)C2=C1C(=O)CC(C)(C)C2 (configuration not stated) ?
HT1080NT lethal: 2%; MCF10A rerep: 5%; KB-3-1 cytotox: 17%; IL1B secr inh: -1; SW480 rereplic: 5%; KB-V1 MDR tox: inconclusive; HT1080 IDH1KD tx: 19%; WRN helicase inh: -7%; ATXN2 expr inh: 2%

What do the screens show for `CN1CCSc2ccc(C(=O)Nc3cccc(F)c3)cc21`?
HT1080NT lethal: -20%; MCF10A rerep: -5%; KB-3-1 cytotox: -17%; IL1B secr inh: -53*; SW480 rereplic: inconclusive; KB-V1 MDR tox: -3%; HT1080 IDH1KD tx: -19%; WRN helicase inh: -7%; ATXN2 expr inh: 70%[activator]

Reprinted at random: two records from the list.
How did Cc1ccc(-c2n[nH]c3c2C(c2ccccc2)N(c2ccc(C(=O)O)cc2)C3=O)cc1 (configuration not stated) do in these assays?
HT1080NT lethal: -26%; MCF10A rerep: -4%; KB-3-1 cytotox: -20%; IL1B secr inh: -6; SW480 rereplic: 0%; KB-V1 MDR tox: 16%; HT1080 IDH1KD tx: -29%; WRN helicase inh: -24%; ATXN2 expr inh: 8%

What do the screens show for `O=C(Nc1ccc(N2CCOCC2)nc1)c1c(F)cccc1F`?
HT1080NT lethal: 18%; MCF10A rerep: 1%; KB-3-1 cytotox: 19%; SW480 rereplic: -53%[inhibitor]; KB-V1 MDR tox: 6%; HT1080 IDH1KD tx: 23%; WRN helicase inh: 0%; ATXN2 expr inh: 12%
